IDH1 R132H inh – inhibitors of IDH1 R132H reductase, primary screen, biochemical, plate reader, single point; Isocitrate dehydrogenase [NADP] cytoplasmic (Homo sapiens), O75874; diaphorase/resazurin fluorescence, 60 min; inhibition, % at 10 µM; 70,000 compounds, 0.18% hits; AID 624101, 2012; in the data active means inhibition above about 34%;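 further: 0% = DMSO and 100% = no enzyme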
Target sequence (O75874 whole entry R132H): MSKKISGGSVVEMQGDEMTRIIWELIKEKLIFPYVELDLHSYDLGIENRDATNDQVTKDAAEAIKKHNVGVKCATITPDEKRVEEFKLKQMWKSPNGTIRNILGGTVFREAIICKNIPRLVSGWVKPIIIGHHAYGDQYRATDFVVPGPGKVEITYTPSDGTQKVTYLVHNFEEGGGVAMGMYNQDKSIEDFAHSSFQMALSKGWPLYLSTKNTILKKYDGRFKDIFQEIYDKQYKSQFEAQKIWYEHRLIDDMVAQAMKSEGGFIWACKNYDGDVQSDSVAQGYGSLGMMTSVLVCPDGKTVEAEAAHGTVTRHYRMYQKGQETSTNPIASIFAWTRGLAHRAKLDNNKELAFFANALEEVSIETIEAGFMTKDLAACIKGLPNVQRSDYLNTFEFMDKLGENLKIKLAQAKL
PRC2 inh – EZH2/PRC2 methyltransferase inhibitors, primary screen, biochemical, DELFIA time-resolved fluorescence, single point. Histone-lysine N-methyltransferase EZH2 (Homo sapiens), Q15910. PRC2 H3K27 methylation, DELFIA TRF, 1 h. inhibition, % at 12.5 µM. 57,000 compounds, 0.35% hits;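 active means mean inhibition of replicates at least 50% and every single replicate also reaching 50%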;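 further: dimethyl H3K27 on biotinylated H3 21-44 peptide detected by antibody; plate controls were median neutral control wells for no effect and median positive control wells for full effect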
The depositor's hits bear a star; x = not tested or not shown.

SMILES | IDH1 R132H inh | PRC2 inh
CO[C@H]1CN(C)C(=O)c2cc(NC(=O)C3CCC3)ccc2OC[C@@H](C)N(Cc2ccncc2)C[C@@H]1C | 0.3 | -1.7
C[C@@H]1CN([C@H](C)CO)C(=O)c2cc(-c3cncnc3)cnc2O[C@@H]1CN(C)Cc1ccccc1 | -0.4 | x
O=C(CCCCCC(=O)NN=C1CCCCCCC1)NO | 0.3 | 22.0
C[C@H](CO)N1C[C@H](C)[C@@H](CN(C)C(=O)c2cnccn2)Oc2ncc(C#CCN(C)C)cc2C1=O | 0.3 | 5.9
C[C@@H]1CCCCO[C@H](CN(C)S(C)(=O)=O)[C@@H](C)CN([C@H](C)CO)C(=O)c2cc(NC(=O)Nc3ccccc3)ccc2O1 | -2.9 | x
CCC(NS(=O)(=O)c1c(C)[nH]c(=O)[nH]c1=O)C12CC3CC(CC(C3)C1)C2 (centres undefined) | 1.7 | 9.5
O=C(CC(O)(CC(=O)OCc1ccc(O[C@@H]2O[C@H](CO)[C@@H](O)[C@H](O)[C@H]2O)cc1)C(=O)OCc1ccc(O[C@@H]2O[C@H](CO)[C@@H](O)[C@H](O)[C@H]2O)cc1)OCc1ccc(O[C@@H]2O[C@H](CO)[C@@H](O)[C@H](O)[C@H]2O)cc1 | -0.1 | x
NS(=O)(=O)c1ccc(N=Cc2c(O)[nH]c3ccccc23)cc1 | 0.8 | x
Cc1ccc(-c2cnc3c(c2)C(=O)N([C@@H](C)CO)C[C@H](C)[C@@H](CN(C)C(=O)CN(C)C)O3)cc1 | 0.0 | 2.5
C[C@@H]1CN([C@@H](C)CO)C(=O)c2cc(NC(=O)Nc3ccccc3)ccc2O[C@@H](C)CCCCO[C@H]1CN(C)Cc1ccc(Cl)c(Cl)c1 | -0.3 | x
O=[N+]([O-])c1ccccc1S(=O)(=O)NCC1CCC(CNCC2CCc3ccccc3C2)CC1 (centres undefined) | -1.0 | x
COc1ccc(S(=O)(=O)N(C)C[C@@H]2Oc3c(NC(=O)c4ccc(-c5nccs5)cc4)cccc3C(=O)N([C@H](C)CO)C[C@H]2C)cc1 | -1.8 | x
O=C(C[C@@H]1C[C@H]2c3cc(NC(=O)Nc4ccccc4)ccc3O[C@H]2[C@@H](CO)O1)NCc1cccc(F)c1 | 0.1 | -14.3
C[C@H](CO)N1C[C@H](C)[C@H](CN(C)S(=O)(=O)c2cccc(F)c2)Oc2ncc(C#CC3CCCCC3)cc2C1=O | 0.0 | -8.4
COCC#Cc1ccc2c(c1)O[C@@H](CN(C)CC1CCCCC1)[C@@H](C)CN([C@@H](C)CO)S2(=O)=O | -1.9 | -7.7
CCC(=O)Nc1ccc2c(c1)C(=O)N(C)C[C@H](OC)[C@H](C)CN(Cc1nccs1)[C@H](C)CO2 | -0.3 | 3.4
C[C@@H]1CCCCO[C@@H](CN(C)S(=O)(=O)c2cn(C)cn2)[C@H](C)CN([C@@H](C)CO)C(=O)c2cc(NC(=O)Cc3ccccc3)ccc2O1 | 0.3 | x
C[C@H]1CN([C@@H](C)CO)C(=O)Cc2cc(NC(=O)CCCN(C)C)ccc2O[C@@H]1CN(C)C(=O)NC1CCCCC1 | 0.5 | 16.4
COC(=O)C(C)Sc1ncnc2scc(-c3ccc(Cl)cc3)c12 (centres undefined) | -0.1 | 6.3
CC(C)C#Cc1ccc2c(c1)O[C@H](CN(C)Cc1ccccn1)[C@@H](C)CN([C@H](C)CO)S2(=O)=O | -6.7 | -21.0
COCC(=O)Nc1ccc2c(c1)C(=O)N(C)C[C@@H](OC)[C@H](C)CN(C(=O)c1ccccc1F)[C@H](C)CO2 | -0.3 | -3.7
C[C@H](CO)N1C[C@H](C)[C@@H](CN(C)S(C)(=O)=O)OCCCC[C@H](C)Oc2ccc(N(C)C)cc2C1=O | x | -5.4
COCC(=O)N1C[C@@H](C)[C@@H](OC)CN(C)C(=O)c2ccc(NC(=O)c3cc(C)on3)cc2OC[C@@H]1C | 0.1 | 7.6
CO[C@@H]1CN(C)C(=O)c2ccc(NC(=O)NC(C)C)cc2OC[C@@H](C)N(CCC(F)(F)F)C[C@H]1C | 0.9 | 0.5
CC(=O)Nc1ccccc1-c1nc2ccccc2nc1OCC(=O)c1ccc2ccccc2c1 | 0.1 | -22.8

(cont.)
SMILES | IDH1 R132H inh | PRC2 inh
C[C@H](CO)N1C[C@H](C)[C@H](CN(C)S(=O)(=O)c2ccccc2)Oc2c(NC(=O)Nc3cccc4ccccc34)cccc2C1=O | -0.2 | x
COc1ccc(NC(=O)Nc2ccc3c(c2)C(=O)N([C@H](C)CO)C[C@@H](C)[C@H](CN(C)S(C)(=O)=O)OCCCC[C@@H](C)O3)cc1 | -0.6 | x
COc1ccc(OC)c(NC(=O)COc2ccc3c(=O)c(-c4ccccc4OC)c(C(F)(F)F)oc3c2)c1 | 0.2 | 5.2
CCCNC(=O)N(C)C[C@@H]1Oc2ncc(C#CCc3ccccc3)cc2C(=O)N([C@@H](C)CO)C[C@@H]1C | 2.0 | 4.0
O=C(CN1CCOCC1)N[C@H]1CC[C@H](CCn2cc(C3CCCCC3)nn2)O[C@H]1CO | -0.2 | 8.3
Cc1ccc(S(=O)(=O)N(C)C[C@@H]2Oc3ccc(NC(=O)Nc4c(C)noc4C)cc3C(=O)N([C@@H](C)CO)C[C@H]2C)cc1 | -2.1 | x
COc1ccc(Cl)cc1NC(=O)CN(c1ccc(Br)c(C)c1)S(C)(=O)=O | 0.1 | 8.5
C[C@H](CO)N1C[C@H](C)[C@H](CN(C)C(=O)Cc2ccccc2)OCc2ccccc2-c2c(n(C)c3ccccc23)C1=O | -0.3 | -6.7
CNC[C@@H]1Oc2ncc(C#CC3CCCCC3)cc2C(=O)N([C@@H](C)CO)C[C@@H]1C | 1.3 | 0.7
C[C@H]1CN([C@@H](C)CO)C(=O)c2cc(NS(C)(=O)=O)ccc2O[C@@H]1CN(C)Cc1ccc2c(c1)OCO2 | 2.1 | 0.2
OC(CNC1CCCC1)Cn1c2ccc(Cl)cc2c2cc(Cl)ccc21 (centres undefined) | 0.0 | -51.5
O=C(Nc1cccc2ccccc12)OCCn1ncc2ccccc2c1=O | -4.4 | -7.1
C[C@H](CO)N1C[C@H](C)[C@H](CN(C)Cc2ccc(-c3ccccc3)cc2)Oc2ccc(NC(=O)c3ccncc3)cc2C1=O | -0.5 | x
C[C@H](O)C#Cc1ccc2c(c1)O[C@H](CN(C)C(=O)C1CCCCC1)[C@H](C)CN([C@H](C)CO)S2(=O)=O | -1.6 | 5.0
COCCNC(=O)C[C@H]1C[C@@H]2c3cc(NC(=O)Nc4ccc(F)cc4)ccc3O[C@@H]2[C@H](CO)O1 | -0.2 | 10.8
CN(C)S(=O)(=O)N1CCN(CC(=O)Nc2cc(Cl)ccc2Cl)CC1 | -0.8 | -3.4
COc1ccc(S(=O)(=O)N(C)C[C@H]2Oc3ccc(NS(C)(=O)=O)cc3C(=O)N([C@@H](C)CO)C[C@@H]2C)cc1 | -1.9 | x
O=C(CCCCCC(=O)N/N=C/c1ccc(OCCO)cc1)NO | 0.0 | 3.5
CO[C@H]1CN(C)C(=O)c2cc(NC(=O)c3nc4ccccc4s3)ccc2OC[C@H](C)N(Cc2cccnc2)C[C@H]1C | -0.5 | -3.1
CCOC(=O)c1cnn(-c2nc(SC)nc3sc4c(c23)CCC4)c1N | 0.1 | -3.9
C[C@@H]1CN([C@@H](C)CO)C(=O)c2cc(-c3cncnc3)cnc2O[C@@H]1CN(C)C(=O)Cc1ccccc1 | 1.0 | 4.6
COC(=O)CNc1c(F)c(F)nc(F)c1F | -0.9 | 2.2
O=C(NCc1ccc(F)cc1)[C@@H]1C[C@@H]2C(=O)N3CCC[C@H]3C(=O)N2[C@@H]1c1cccc(OCCO)c1 | x | -3.3
CC(C)NC(=O)Nc1ccc2c(c1)C(=O)N([C@@H](C)CO)C[C@@H](C)[C@H](CN(C)C(=O)Nc1ccc(C(F)(F)F)cc1)O2 | 2.6 | -1.1
O=C(C[C@H]1C[C@@H]2c3cc(NC(=O)Nc4ccccc4F)ccc3O[C@@H]2[C@@H](CO)O1)NCC1CC1 | 1.0 | -0.1

The list continues.
SMILES | IDH1 R132H inh | PRC2 inh
C[C@H](CO)N1C[C@H](C)[C@H](CN(C)Cc2ccc(F)cc2)Oc2ncc(-c3cccc(C#N)c3)cc2C1=O | 0.5 | 0.4
CO[C@@H]1CN(C)C(=O)c2ccc(NC(=O)Nc3ccccc3F)cc2OC[C@H](C)N(Cc2ccccc2C(=O)O)C[C@H]1C | 0.4 | -14.4
O=C(Nc1ccc2c(c1)[C@@H]1C[C@H](CC(=O)N3CCCCC3)O[C@@H](CO)[C@@H]1O2)C1CCOCC1 | 0.0 | 1.2
CO[C@@H]1CN(C)C(=O)c2cc(NC(=O)C3CC3)ccc2OC[C@@H](C)N(C(=O)c2ccccn2)C[C@H]1C | 0.1 | -2.2
O=C(N[C@@H]1CC[C@H](CCNC(=O)c2ccccc2F)O[C@H]1CO)c1cnccn1 | 0.4 | -3.7
C[C@@H]1CCCCO[C@@H](CN(C)C(=O)NC2CCCCC2)[C@H](C)CN([C@H](C)CO)C(=O)c2cc(NC(=O)NC3CCCCC3)ccc2O1 | 1.0 | x
Cc1ccc(S(=O)(=O)N(C)C[C@H]2Oc3ccc(NS(=O)(=O)c4cccs4)cc3C(=O)N([C@H](C)CO)C[C@H]2C)cc1 | -0.2 | x
C[C@H](CO)N1C[C@H](C)[C@H](CN(C)C)Oc2ccc(NS(C)(=O)=O)cc2CC1=O | -0.8 | 14.4
C[C@@H](NC(=O)C[C@H]1CC[C@H](NC(=O)CN2CCOCC2)[C@H](CO)O1)c1ccccc1 | 0.0 | 3.0
C[C@H]1CN([C@@H](C)CO)C(=O)c2c(c3ccccc3n2C)-c2ccccc2CO[C@H]1CN(C)C(=O)NC1CCCCC1 | -0.6 | -7.3
C[C@@H]1CN([C@@H](C)CO)C(=O)Cc2cc(NC(=O)CCCCCC(=O)Nc3ccccc3N)ccc2O[C@H]1CN(C)CC1CC1 | 1.8 | x
Cc1noc(C)c1NC(=O)Nc1cccc2c1O[C@H](CN(C)S(C)(=O)=O)[C@@H](C)CN([C@@H](C)CO)C2=O | 0.1 | x
C[C@H](NC(=O)C[C@H]1CC[C@H](NC(=O)C2CCOCC2)[C@H](CO)O1)c1ccccc1 | 0.3 | 8.7
C[C@H](CO)N1C[C@H](C)[C@H](CN(C)C(=O)c2ccccc2)Oc2cc(C#CC3CC3)ccc2S1(=O)=O | 0.0 | x
O=C(C[C@H]1C=C[C@@H](NC(=O)CN2CCOCC2)[C@@H](CO)O1)NC1CCC1 | 0.5 | 0.8
O=C(Nc1ccc2c(c1)[C@@H]1C[C@H](CC(=O)N3CCOCC3)O[C@H](CO)[C@@H]1O2)c1cccnc1 | 0.3 | 9.4
C[C@@H]1CN([C@H](C)CO)C(=O)c2cc(NC(=O)Cn3cnnn3)ccc2O[C@@H]1CN(C)S(=O)(=O)c1ccc(Cl)cc1 | -0.1 | x
CC(C)NC(=O)Nc1ccc2c(c1)C(=O)N([C@@H](C)CO)C[C@@H](C)[C@H](CN(C)CC1CC1)OCCCC[C@@H](C)O2 | x | 4.5
CCCC(=O)Nc1ccc2c(c1)OC[C@@H](C)N(C(=O)CC1CC1)C[C@@H](C)[C@H](OC)CN(C)C2=O | 0.5 | 9.1
COc1ccc(CN(C)C[C@@H]2Oc3ccc(NC(=O)Nc4ccc(C(F)(F)F)cc4)cc3CC(=O)N([C@H](C)CO)C[C@@H]2C)cc1 | -0.9 | x
CC(C)NC(=O)Nc1ccc2c(c1)C(=O)N([C@@H](C)CO)C[C@H](C)[C@H](CN(C)C(=O)CCCN(C)C)OCCCC[C@H](C)O2 | 1.9 | 6.0
O=C(C[C@H]1C[C@H]2c3cc(NC(=O)Cc4ccncc4)ccc3O[C@H]2[C@@H](CO)O1)NCCN1CCCCC1 | -0.2 | -4.5
CCCCCCCCCC(=O)N[C@H](CN1CCOCC1)[C@H](O)c1ccccc1 | -0.9 | -21.1
C[C@@H]1CCCCO[C@@H](CN(C)C(=O)Nc2cccc3ccccc23)[C@H](C)CN([C@@H](C)CO)C(=O)c2cc(NC(=O)c3ccncc3)ccc2O1 | 0.2 | x

Laid out differently: 4 of the compounds above.
C[C@H](CO)N1C[C@H](C)[C@H](CN(C)C(=O)c2ccccc2)Oc2cc(C#CC3CC3)ccc2S1(=O)=O
  IDH1 R132H inh: 0.0
  PRC2 inh: x

O=C(C[C@H]1C=C[C@@H](NC(=O)CN2CCOCC2)[C@@H](CO)O1)NC1CCC1
  IDH1 R132H inh: 0.5
  PRC2 inh: 0.8

O=C(Nc1ccc2c(c1)[C@@H]1C[C@H](CC(=O)N3CCOCC3)O[C@H](CO)[C@@H]1O2)c1cccnc1
  IDH1 R132H inh: 0.3
  PRC2 inh: 9.4

C[C@@H]1CN([C@H](C)CO)C(=O)c2cc(NC(=O)Cn3cnnn3)ccc2O[C@@H]1CN(C)S(=O)(=O)c1ccc(Cl)cc1
  IDH1 R132H inh: -0.1
  PRC2 inh: x

Whole records, looked up by structure. Order of values: IDH1 R132H inh | PRC2 inh
CC(C)NC(=O)Nc1ccc2c(c1)C(=O)N([C@@H](C)CO)C[C@@H](C)[C@H](CN(C)CC1CC1)OCCCC[C@@H](C)O2 is entered as x | 4.5
C[C@@H]1CN([C@H](C)CO)C(=O)c2cc(NC(=O)Cn3cnnn3)ccc2O[C@@H]1CN(C)S(=O)(=O)c1ccc(Cl)cc1 is entered as -0.1 | x

An excerpt. The share of hits here may be higher or lower than overall.
